iPSC survival up – increases survival of single human iPS cells; hiPSC single-cell survival, ATPlite luminescence; 100% = ROCK inhibitor wells, 0% = DMSO; survival enhancement, % at 20 µM; 360,000 tested, 0.044% active; in the data active means survival enhancement above about 18%;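 further: cells exposed to compounds for 16 hours before the ATP read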
Shn3 3UTR inh – inhibitors of Schnurri-3 3'UTR reporter in osteoblasts; Clone20 osteoblast Shn3 3'UTR firefly luciferase, 24 h; inhibition, % at 12.5 µM; 360,000 tested, 0.52% active; AID 588674;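 active means mean inhibition of at least 75% with every replicate also reaching 75%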;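 further: 0% = median of neutral control wells and 100% = pilot-screen positive control compound; some compounds past the cut are filed as inactive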
Peg3 promoter – reduces Peg3 promoter-driven luciferase expression in HeLa; HeLa PEG-Prom luciferase reporter, luminescence, overnight; inhibition, % at 20 µM; 360,000 tested, 1.7% active;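 active means inhibition of at least 50% at 20 µM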
KKLEB tox – reduces viability of KKLEB cystic fibrosis airway cells | activity change (cytotoxicity), % at 5 µM | AID 602141 | KKLEB CF airway cells viability, ATPlite luminescence, overnight; stronger effect = lower value; cells stimulated with P. aeruginosa culture filtrate | 360,000 tested, 0.36% active;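 active means corrected activity change at or below -50% at 5 µM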
LMP1 NFkB inh – inhibitors of Epstein-Barr LMP1-induced NF-kappaB reporter | LMP1-induced NF-kappaB luciferase reporter cells, luminescence | inhibition, % at 12.5 µM | 350,000 tested, 0.69% active; in the data active means inhibition above about 41%;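 further: 0% = neutral control wells and 100% = reference inhibitor control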
NR2E3 ag-1 – NR2E3 (human) agonism. 320,000 tested, 0.12% active. inhibition of corepressor binding, % at 4.78 µM. AID 2300. GST-NR2E3/biotin-RetCOR TR-FRET, 1536-well;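 active means percent inhibition above the cutoff of mean plus 3 SD of all tested compounds, set per screening campaign, cut at about 20% in these data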;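 further: 0% = DMSO wells and 100% = biotin wells as full block of FRET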
Target sequence (Q9Y5X4 whole entry, looked up): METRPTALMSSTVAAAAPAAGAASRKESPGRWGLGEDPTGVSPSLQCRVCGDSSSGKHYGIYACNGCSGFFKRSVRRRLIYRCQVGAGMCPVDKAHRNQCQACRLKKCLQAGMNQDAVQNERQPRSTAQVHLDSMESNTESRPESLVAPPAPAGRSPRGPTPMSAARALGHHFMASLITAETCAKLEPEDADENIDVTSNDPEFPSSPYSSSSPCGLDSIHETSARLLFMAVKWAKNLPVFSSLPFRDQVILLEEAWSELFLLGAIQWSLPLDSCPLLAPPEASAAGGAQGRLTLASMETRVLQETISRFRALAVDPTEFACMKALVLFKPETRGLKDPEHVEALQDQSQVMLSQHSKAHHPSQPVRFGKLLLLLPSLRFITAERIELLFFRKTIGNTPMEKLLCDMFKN
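System: GST-tagged NR2E3 plus biotinylated RetCOR corepressor; Buffer or medium: pH 7.5 Tris-based buffer; Probe or stimulus: RetCOR corepressor, biotinylated, 7 nM; Doses: compound at 4.8 µM, single dose; Schedule: 5 h incubation at 4 °C; Technique: time-resolved FRET; Evaluation: percent inhibition of TR-FRET ratio; Replication: one well per compound, singlicate testing.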
HIF-2a inh – blocks HIF-2a reporter activity; 786-0 RCC cells HIF-2a reporter, luciferase luminescence, overnight; inhibition, % at 18.8 µM; 360,000 tested, 0.72% active; AID 624352;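 active means inhibition of the luminescence signal of 40% or more relative to plate controls, in a single-dose primary screen at 18.75 µM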
MITF TRPM1 inh – reduces MITF-dependent TRPM1 promoter luciferase signal; inhibition, % at 12.5 µM; SK-MEL-5 TRPM1 promoter luciferase, 24 h; 330,000 tested, 0.83% active;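 active means mean inhibition across replicates of 60% or more, whatever share of single replicates reaches that level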; further: values of inactives mirror those of a sister screen read the other way
CF NFkB block – blocks PAF-induced NF-kB reporter in cystic fibrosis cells | 360,000 tested, 0.86% active | inhibition, % at 5 µM | KKLEB NF-kB-GFP reporter, GFP fluorescence overnight;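 active means at least 50% inhibition at 5 µM, scaled per plate between neutral and stimulator controls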;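 further: PAF is a Pseudomonas aeruginosa culture filtrate used as stimulus; plate controls were PAF-stimulated DMSO wells for no effect and unstimulated DMSO wells for full effect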
TRAIL sens C8 – sensitizes caspase-8 expressing cells to TRAIL; 360,000 tested, 1% active; NB7+C8 cells + TRAIL, ATPlite viability luminescence; inhibition (viability loss, TRAIL sensitization), % at 10 µM; AID 624354;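 active means compounds causing at least 50% loss of cell viability in the single-dose screen, relative to plate controls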
NR2E3 ag-2 – human photoreceptor-specific nuclear receptor agonism | Q9Y5X4 | CHO-S Gal4-NCOR/VP16-NR2E3 two-hybrid, luciferase | inhibition of corepressor binding, % at 3.98 µM | 360,000 tested, 0.35% active | AID 602229;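 active means inhibition above the mean of all tested compounds plus 3 SD, cut at about 70% in these data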;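 further: 0% = DMSO with NR2E3 transfected cells and 100% = cells lacking NR2E3 construct; higher means lower luciferase signal from less NR2E3 corepressor binding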
Starred values were filed as active, the others as inactive.

For Cc1ccc(-n2ncc3c(=O)[nH]c(SCC(=O)N4CCC(C)CC4)nc32)cc1C the results were iPSC survival up 0.7, Shn3 3UTR inh -6.9, Peg3 promoter 2.4, KKLEB tox -5.8, LMP1 NFkB inh -2.6, HIF-2a inh 18.7, MITF TRPM1 inh -2.8, CF NFkB block 11.3, TRAIL sens C8 -4.2 and NR2E3 ag-2 -10.9.
C/C(=N\OC(=O)c1ccccc1F)c1nccs1 was read as iPSC survival up 0.5, Shn3 3UTR inh 66.9, Peg3 promoter 7.8, KKLEB tox 13.8, LMP1 NFkB inh 6.7, NR2E3 ag-1 0.3, HIF-2a inh 8.5, MITF TRPM1 inh -13.8, CF NFkB block -11.5, TRAIL sens C8 4.3 and NR2E3 ag-2 -22.7.
For COc1ccc(NC(=O)Cn2cc(C(=O)c3ccco3)c3ccccc32)cc1 the results were iPSC survival up 0.5, Shn3 3UTR inh -15.0, Peg3 promoter 3.5, KKLEB tox 0.2, LMP1 NFkB inh 20.8, NR2E3 ag-1 0.1, HIF-2a inh -1.9, MITF TRPM1 inh 7.0, CF NFkB block -4.2, TRAIL sens C8 1.1 and NR2E3 ag-2 -2.3.
Screening CC[C@]12c3[nH]c4ccc(Cl)cc4c3CCN1C(=O)[C@@H](CC(=O)NCc1ccc(OC)c(OC)c1)C[C@@H]2C(=O)N1CCN(C(=O)C2CC2)CC1 returned iPSC survival up -0.5, Shn3 3UTR inh -9.5, Peg3 promoter 1.9, KKLEB tox 10.5, LMP1 NFkB inh -4.8, HIF-2a inh 8.9, MITF TRPM1 inh 14.5, CF NFkB block -4.2, TRAIL sens C8 -6.4 and NR2E3 ag-2 -11.2.
Cc1ccccc1OCC(=O)OCC(=O)NC1CCCC1 was read as iPSC survival up -0.1, Shn3 3UTR inh 6.3, Peg3 promoter -4.0, KKLEB tox 16.7, LMP1 NFkB inh -1.4, HIF-2a inh 4.1, CF NFkB block -6.5, TRAIL sens C8 -5.3 and NR2E3 ag-2 9.6.
`OCc1nc2ccccc2n1/N=C/c1cccs1` gave iPSC survival up 1.6, Shn3 3UTR inh -54.9, Peg3 promoter 6.9, KKLEB tox 6.1, LMP1 NFkB inh -2.5, NR2E3 ag-1 -1.3, HIF-2a inh -1.5, MITF TRPM1 inh 7.7, CF NFkB block -0.1, TRAIL sens C8 -0.7 and NR2E3 ag-2 -9.1.
COc1ccc(NC(=O)C(NC(=O)OC(C)(C)C)C(C)OCc2ccccc2)cc1 (centres undefined) was read as iPSC survival up 1.1, Shn3 3UTR inh -16.9, Peg3 promoter 14.8, KKLEB tox -10.2, LMP1 NFkB inh 0.5, NR2E3 ag-1 1.9, HIF-2a inh 19.0, MITF TRPM1 inh 2.4, CF NFkB block -4.7, TRAIL sens C8 -6.0 and NR2E3 ag-2 -13.3.
CSCCC(NC(=O)/C(=C\c1ccco1)NC(=O)c1ccco1)C(=O)O (centres undefined) was read as iPSC survival up 0.5, Shn3 3UTR inh -34.5, Peg3 promoter 6.8, KKLEB tox 15.6, LMP1 NFkB inh 20.5, NR2E3 ag-1 -0.2, HIF-2a inh 15.9, MITF TRPM1 inh 9.8, CF NFkB block -10.4, TRAIL sens C8 -11.3 and NR2E3 ag-2 -11.5.
COc1ccccc1CNC(=O)COC(=O)C12CC3CC(CC(O)(C3)C1)C2 was read as iPSC survival up -0.3, Shn3 3UTR inh 0.4, Peg3 promoter -18.9, KKLEB tox -4.6, LMP1 NFkB inh -2.3, NR2E3 ag-1 -1.2, HIF-2a inh -10.8, MITF TRPM1 inh -5.0, CF NFkB block 0.6, TRAIL sens C8 -8.1 and NR2E3 ag-2 -7.7.
`COc1cccc(/C=C2\CC(C)Cc3c2nc2ccccc2c3C(=O)O)c1OC` (centres undefined) gave iPSC survival up 0.7, Shn3 3UTR inh 2.9, Peg3 promoter -1.5, KKLEB tox 5.2, LMP1 NFkB inh 1.3, NR2E3 ag-1 4.0, HIF-2a inh 11.7, MITF TRPM1 inh 3.3, CF NFkB block -5.7, TRAIL sens C8 17.1 and NR2E3 ag-2 -7.7.
`COc1ccccc1C(=O)Nc1cc(C)c(OCC(=O)N2CCOCC2)c(C)c1` gave iPSC survival up -0.3, Shn3 3UTR inh -8.1, Peg3 promoter -1.9, KKLEB tox -4.4, LMP1 NFkB inh -1.1, NR2E3 ag-1 3.2, HIF-2a inh -19.3, MITF TRPM1 inh -18.0, CF NFkB block -2.8, TRAIL sens C8 6.7 and NR2E3 ag-2 -11.3.
O=C(c1cc2c(s1)-c1ccccc1OC2)N1CCN(c2ccccc2)CC1 was read as iPSC survival up 1.1, Shn3 3UTR inh 10.5, Peg3 promoter -1.4, KKLEB tox -0.1, LMP1 NFkB inh -1.8, NR2E3 ag-1 -0.7, HIF-2a inh -46.2, MITF TRPM1 inh 2.2, CF NFkB block 2.3, TRAIL sens C8 -11.6 and NR2E3 ag-2 -29.4.
CCCOc1ccc(CCC(=O)N/N=C/c2ccc([N+](=O)[O-])o2)cc1 was read as iPSC survival up -0.3, Shn3 3UTR inh 16.6, Peg3 promoter -12.6, KKLEB tox -6.5, LMP1 NFkB inh -6.8, NR2E3 ag-1 -2.9, HIF-2a inh -17.8, MITF TRPM1 inh 47.5, CF NFkB block -28.1, TRAIL sens C8 -2.8 and NR2E3 ag-2 -0.6.
O=C(O)C1C2CCC(C2)C1C(=O)NCCC1=CCCCC1 (centres undefined) was read as iPSC survival up 0.0, Shn3 3UTR inh -22.9, Peg3 promoter 2.9, KKLEB tox -1.8, LMP1 NFkB inh 0.6, NR2E3 ag-1 -3.7, HIF-2a inh 14.0, MITF TRPM1 inh -1.5, CF NFkB block 20.2, TRAIL sens C8 19.6 and NR2E3 ag-2 -0.1.
CC(=O)c1cc(C)c(OCc2cn(CC(=O)c3ccc(O)cc3)nn2)c(C)c1 was read as iPSC survival up 2.4, Shn3 3UTR inh 5.0, Peg3 promoter -3.2, KKLEB tox 15.6, LMP1 NFkB inh -4.4, HIF-2a inh 9.0, MITF TRPM1 inh 10.5, CF NFkB block -12.5, TRAIL sens C8 13.6 and NR2E3 ag-2 -33.9.
For Cc1nnc(NC(=O)c2cccc(S(=O)(=O)N(C)c3cccc(Cl)c3)c2)s1 the results were iPSC survival up 0.7, Shn3 3UTR inh -1.0, Peg3 promoter 7.1, KKLEB tox -18.8, LMP1 NFkB inh -1.0, NR2E3 ag-1 0.0, HIF-2a inh -5.0, MITF TRPM1 inh 2.3, CF NFkB block 8.4, TRAIL sens C8 2.8 and NR2E3 ag-2 -9.1.
`CCOc1nc(C)cc(COC)c1C(N)=O` gave iPSC survival up -0.8, Shn3 3UTR inh -13.5, Peg3 promoter 8.6, KKLEB tox -0.7, LMP1 NFkB inh -3.4, NR2E3 ag-1 -1.8, HIF-2a inh 17.4, MITF TRPM1 inh 14.3, CF NFkB block 3.2, TRAIL sens C8 5.9 and NR2E3 ag-2 -3.6.
Screening CCOc1ccc(N(CC(=O)N2CCOCC2)S(=O)(=O)c2ccc(Cl)cc2)cc1 returned iPSC survival up -0.1, Shn3 3UTR inh 1.3, Peg3 promoter 14.1, KKLEB tox -1.0, LMP1 NFkB inh 1.0, NR2E3 ag-1 4.2, HIF-2a inh 4.8, MITF TRPM1 inh 4.8, CF NFkB block -7.6, TRAIL sens C8 13.0 and NR2E3 ag-2 -2.7.
COc1ccc(NC(=O)C2C3C=CC(C3)C2C(=O)NCc2ccccn2)c(OC)c1 (centres undefined) was read as iPSC survival up 5.0, Shn3 3UTR inh -7.5, Peg3 promoter 8.7, KKLEB tox 4.5, LMP1 NFkB inh -6.2, NR2E3 ag-1 1.5, HIF-2a inh 10.9, MITF TRPM1 inh 3.1, CF NFkB block -10.3, TRAIL sens C8 2.6 and NR2E3 ag-2 3.6.
For COc1ccc(Cn2nc(C(=O)O)c3ccccc3c2=O)cc1F the results were iPSC survival up -0.7, Shn3 3UTR inh 9.3, Peg3 promoter 13.6, KKLEB tox 6.0, LMP1 NFkB inh 8.8, NR2E3 ag-1 4.7, HIF-2a inh 3.2, MITF TRPM1 inh -12.6, CF NFkB block 0.6, TRAIL sens C8 18.6 and NR2E3 ag-2 -13.0.
Screening O=C(CN1C(=O)NC(c2ccccc2)(c2ccccc2)C1=O)Nc1ccc2[nH]c(=O)[nH]c2c1 returned iPSC survival up -0.7, Shn3 3UTR inh -3.6, Peg3 promoter -9.7, KKLEB tox -1.2, LMP1 NFkB inh -8.2, NR2E3 ag-1 3.9, HIF-2a inh 14.2, MITF TRPM1 inh 6.3, CF NFkB block -7.9, TRAIL sens C8 -8.5 and NR2E3 ag-2 14.3.
`CCCNC(=O)C1(C)CCCN(C(=O)c2c(C)noc2C)C1` (centres undefined) gave iPSC survival up 4.2, Shn3 3UTR inh -13.9, Peg3 promoter 16.1, KKLEB tox -24.4, HIF-2a inh 9.5, CF NFkB block 30.6, TRAIL sens C8 2.3 and NR2E3 ag-2 -13.0.
CCCSc1nc(=S)n(Cc2ccccc2)c(C)c1C(C)=O was read as iPSC survival up 1.8, Shn3 3UTR inh -1.7, Peg3 promoter 18.4, KKLEB tox -18.2, LMP1 NFkB inh -5.4, NR2E3 ag-1 1.2, HIF-2a inh 13.7, MITF TRPM1 inh -21.8, CF NFkB block 19.0, TRAIL sens C8 -2.0 and NR2E3 ag-2 -45.2.
Screening COCCNc1cc(-c2ccccc2)nc2cc(-c3cccc(F)c3)nn12 returned iPSC survival up -0.5, Shn3 3UTR inh 12.6, Peg3 promoter 12.2, KKLEB tox 13.7, LMP1 NFkB inh 5.7, NR2E3 ag-1 1.2, HIF-2a inh -14.2, MITF TRPM1 inh 7.7, CF NFkB block -17.0, TRAIL sens C8 3.9 and NR2E3 ag-2 1.2.
Screening O=c1[nH]c(/C(Cl)=C/c2cccc(C(F)(F)F)c2)nc2cc(Cl)ccc12 returned iPSC survival up -0.9, Shn3 3UTR inh 12.4, Peg3 promoter 14.9, KKLEB tox -9.5, LMP1 NFkB inh -16.8, NR2E3 ag-1 0.6, HIF-2a inh 7.2, MITF TRPM1 inh -3.0, CF NFkB block 14.2, TRAIL sens C8 -6.6 and NR2E3 ag-2 -22.5.
Screening O=[N+]([O-])c1ccccc1S(=O)(=O)Oc1ccc(/C=N/n2cnnc2)cc1 returned iPSC survival up -0.8, Shn3 3UTR inh -21.1, Peg3 promoter 6.5, KKLEB tox 0.7, LMP1 NFkB inh 5.4, NR2E3 ag-1 -5.3, HIF-2a inh 3.8, MITF TRPM1 inh -9.0, CF NFkB block 12.7, TRAIL sens C8 31.6 and NR2E3 ag-2 -11.9.

Only part of the results is shown. The share of hits here may be higher or lower than overall.
